TcdB GH inh – TcdB glycohydrolase inhibitors, primary screen, biochemical, single point, plate reader; TcdB glycohydrolase enzymatic assay; Toxin B (Clostridioides difficile), P18177; inhibition, % at 9.99 µM; 350,000 compounds, 0.24% hits; in the data active = inhibition above about 10%
VHR inh abs – VHR1 phosphatase inhibitors, primary screen, biochemical, absorbance, uHTS | recombinant VHR phosphatase, pNPP absorbance | inhibition, % at 13.3 µM | 290,000 compounds, 0.52% hits; in the data active = inhibition above about 50%; also: some compounds called inactive have numbers as strong as hits
Rv3671c protease – Rv3671c serine protease inhibitors, primary screen, biochemical, fluorescence polarization, M. tuberculosis H37Rv. P9WHR9. inhibition, % at 5.96 µM. 320,000 compounds, 0.048% hits. AID 2606, 2010; in the data active = inhibition above about 38%;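 also: extracellular domain of Rv3671c used as enzyme; 0% = enzyme with DMSO and 100% = no enzyme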
3CLpro inhibitor – SARS-CoV 3CLpro protease inhibitors, primary screen, biochemical, quenched FRET | AID 1706, 2009 | inhibition, % at 6 µM | recombinant SARS-CoV 3CLpro, quenched FRET peptide cleavage | 290,000 compounds, 0.14% hits; in the data active = inhibition above about 12%
BH1578 lux ind – inducers of Vibrio cholerae quorum light production without autoinducers, primary screen, BH1578 luxS cqsA deficient, single point; V. cholerae BH1578 lux reporter, luminescence, 6 h; activation, % at 18.7 µM; 350,000 compounds, 0.16% hits; in the data active = activation mostly above about 9.7%, no sharp cut-off; inconclusive = no clear call, values can overlap the other calls; inactive = mostly below about 3.7%; also: not every result past the cut was called active; inactives centre near 0; reference of the scale not given here
Yp Topo-I inh – Yersinia pestis topoisomerase I inhibitors, primary screen, biochemical, cleavage product accumulation, plate reader, single point | Y. pestis Topo-I cleavage product accumulation | DNA topoisomerase I (Yersinia pestis CO92) | activity, % at 10 µM | AID 504884, 2011 | 360,000 compounds, 0.064% hits; in the data active = activity above about 50%, passing the limit was not always enough; inconclusive = no clear call, values can overlap the other calls; also: inactives centre near 2
PriA SSB inh – inhibitors of Klebsiella pneumoniae PriA binding to SSB C-terminal tail, primary screen, biochemical, AlphaScreen; AlphaScreen SSBct-PriA binding, biotinylated peptide; inhibition, % at 33 µM; 430,000 compounds, 0.6% hits; AID 1272365, 2023; in the data active = inhibition mostly above about 37%, no sharp cut-off; inactive = mostly below about 20%;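 also: plate controls were negative control peptide for no effect and reference peptide for full effect; strong numbers were not always called active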
PfHsp40 rescue – rescue of yeast from PfHsp40 toxicity, primary screen, S. cerevisiae, ATP luminescence | 340,000 compounds, 0.68% hits | growth rescue, % at 12.5 µM | S. cerevisiae expressing PfHsp40, growth rescue | AID 504582, 2011; in the data active = growth rescue above about 28%, passing the limit was not always enough; inconclusive = no clear call, values can overlap the other calls;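 also: yeast W303a lacking pdr1 and pdr3 grown in galactose medium; growth measured after three days at 30 °C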
Anthrax LF inh2 – Bacillus anthracis LF protease inhibitors, primary screen, biochemical, multiplex microsphere, MLPCN library | inhibition, % at 10 µM | multiplex microsphere protease cleavage assay | Lethal factor (Bacillus anthracis), P15917 | 360,000 compounds, 0.12% hits; in the data active = inhibition above about 30%; inconclusive = no clear call, values can overlap the other calls; also: plate controls were buffer without enzyme for full effect and enzyme alone for no effect
MazEF act – activators of E. coli MazEF toxin-antitoxin RNase, primary screen, biochemical, fluorescence, uHTS; activation, % at 20 µM; Endoribonuclease toxin MazF (Escherichia coli (strain K12)), P0AE70; 350,000 compounds, 0.32% hits; FAM/BHQ RNA-DNA oligo cleavage fluorescence, 5 h; in the data active = activation above about 50%
Starred values were filed as active, the others as inactive; i = inactive; ? = inconclusive; nt = no result given. The list is partial; the hit share may differ from the screen's.

SMILES	TcdB GH inh	VHR inh abs	Rv3671c protease	3CLpro inhibitor	BH1578 lux ind	Yp Topo-I inh	PriA SSB inh	PfHsp40 rescue	Anthrax LF inh2	MazEF act
COc1ccc(COc2ncnc3ccc(Br)cc23)cc1F	0.0	6.7	-7.3	0.1	-0.5	1.6	-12.9	0.0	0.5	-17.0
Cc1ccnc2nc(C(=O)OCC(=O)NC3CCCC(C)C3C)nn12 (stereo not given)	1.4	nt	-1.8	nt	1.2	-1.4	-2.8	-1.3	-2.9	-17.0
Cc1ccc(CN=c2c([N+](=O)[O-])nn(-c3ccc(Cl)cc3)n2O)cc1	-1.7	-14.4	-7.0	2.7	i	-1.8	15.3	51.9*	-10.2	2.9
O=C(COc1ncnc2ccccc12)NCc1ccco1	0.7	-20.3	-6.8	-2.9	-0.2	5.0	-6.0	-0.5	-2.5	5.3
COc1cc(/C=C(\NC(=O)c2ccccc2)C(=O)N2CC3CC(C2)c2cccc(=O)n2C3)cc(OC)c1OC (stereo not given)	1.5	10.0	5.7	-3.5	-3.7	-9.5	-7.5	0.1	-6.7	10.9
COc1cccc(-c2nc3ccccc3s2)c1O	0.4	16.6	-2.7	-2.2	0.5	23.7	-2.8	0.2	-5.0	4.8
O=C(CN1C(=O)CCSc2ccc(S(=O)(=O)N3CCCC3)cc21)NCc1ccccc1Cl	0.4	9.2	-6.1	2.7	-0.3	12.3	4.8	0.2	1.3	-43.6
Cc1cc(Cl)c2ccccc2n1	0.5	8.2	3.8	6.0	-6.8	4.0	-1.0	1.2	-1.1	1.0
CCOC(=O)N1CCN(C(=O)/C=C/c2ccc(OC)cc2)CC1	-0.2	12.7	-2.9	-3.1	i	1.8	-4.9	-1.4	-8.8	-1.5
Cc1ccccc1NS(=O)(=O)c1ccc(C(=O)N2CCN(c3ccccc3O)CC2)cc1	-1.7	23.6	-0.3	1.9	0.8	8.6	1.4	-0.1	-0.6	5.3
Cc1noc(C)c1COc1ccc(C(=O)OCC(=O)c2ccc3c(c2)OCCO3)cc1	nt	22.1	-0.5	-4.1	nt	-3.3	-4.9	-0.7	5.8	-12.2
Fc1ccc(-c2nc(-c3cccs3)no2)cc1	1.1	21.3	-3.0	-4.0	-0.2	-1.2	-4.2	0.1	nt	-7.4
CCCCCCC1CCC(C(=O)N2CCOCC2)CC1 (stereo not given)	4.2	7.8	-3.8	-0.5	0.1	?	-25.1	-0.6	1.9	-0.8
Clc1ccc2[nH]c3c(NCCN4CCOCC4)ncnc3c2c1	nt	6.0	-3.2	3.3	-0.2	-3.8	1.5	-1.1	-1.2	0.0
COc1ccc(-c2nn3c(-c4ccccn4)nnc3s2)cc1OC	nt	-1.0	-5.0	1.3	i	0.7	1.5	2.3	0.8	4.5

Entries above containing a Cl atom:
SMILES	TcdB GH inh	VHR inh abs	Rv3671c protease	3CLpro inhibitor	BH1578 lux ind	Yp Topo-I inh	PriA SSB inh	PfHsp40 rescue	Anthrax LF inh2	MazEF act
Cc1ccc(CN=c2c([N+](=O)[O-])nn(-c3ccc(Cl)cc3)n2O)cc1	-1.7	-14.4	-7.0	2.7	i	-1.8	15.3	51.9*	-10.2	2.9
O=C(CN1C(=O)CCSc2ccc(S(=O)(=O)N3CCCC3)cc21)NCc1ccccc1Cl	0.4	9.2	-6.1	2.7	-0.3	12.3	4.8	0.2	1.3	-43.6
Cc1cc(Cl)c2ccccc2n1	0.5	8.2	3.8	6.0	-6.8	4.0	-1.0	1.2	-1.1	1.0
Clc1ccc2[nH]c3c(NCCN4CCOCC4)ncnc3c2c1	nt	6.0	-3.2	3.3	-0.2	-3.8	1.5	-1.1	-1.2	0.0

Next part.
SMILES	TcdB GH inh	VHR inh abs	Rv3671c protease	3CLpro inhibitor	BH1578 lux ind	Yp Topo-I inh	PriA SSB inh	PfHsp40 rescue	Anthrax LF inh2	MazEF act
O=C(OCC(=O)N1CCN(C(=O)c2ccco2)CC1)c1ccccc1C(=O)c1ccc(Cl)cc1	nt	31.9	-7.1	1.6	i	21.0	3.5	0.0	0.7	3.6
CC1(C)NC(=O)N(CC(=O)N2CCN(c3cccc(C(F)(F)F)c3)CC2)C1=O	-0.6	nt	4.6	nt	i	4.4	-10.6	-1.1	-0.4	-2.2
Cc1ccc(N2C(=O)CC(N3CCN(S(=O)(=O)c4ccccc4)CC3)C2=O)c(C)c1 (stereo not given)	1.3	61.3	-5.6	-4.8	i	2.7	-8.3	-0.9	-0.5	3.6
CCCSc1ncccc1C(=O)O	-0.7	18.6	5.1	1.0	i	0.2	-4.9	0.2	-2.9	-4.6
C1CN(CC23CC4CC(CC(C4)C2)C3)CCO1	nt	8.9	6.2	-2.0	3.4	-2.4	-13.4	-0.4	6.7	-8.0
COC(=O)[C@H](C)NC(=O)NC1CCN(Cc2ccccc2)CC1	nt	26.9	-1.6	2.1	-0.4	6.5	-11.4	-0.5	-2.3	1.6
CCCCCc1cc(O)c2c3c(c(=O)oc2c1)CN(C)CC3	1.6	13.9	-4.9	-1.2	-0.2	0.3	1.0	4.0	-7.7	6.6
COC(=O)c1c(NC(=O)CN2CCN(c3ccccc3Cl)CC2)sc(C)c1C	nt	14.7	-5.2	1.6	i	35.4	-13.2	-0.9	-1.1	-3.8
Cc1cc(C)cc(NC(=O)Nc2ccc(-n3ccc(C(F)(F)F)n3)cc2)c1	-0.3	34.9	-12.0	7.9	-0.4	-14.1	2.8	1.3	-12.9	-3.3
Cc1ccc2nc(-c3ccc(-c4cccc(Cl)c4)cc3)c(NCc3ccccc3)n2c1	1.5	nt	-0.3	nt	-1.2	-2.9	19.1	1.9	-10.0	2.7
CCOC(=O)C1=C(C)OC(N)=C(C#N)C1c1cc2c(cc1Br)OCO2 (stereo not given)	nt	0.2	-3.4	2.5	-1.5	5.0	5.0	18.0	-2.4	-4.2
COc1ccc(C2NC(=O)CCC2[N+](=O)[O-])c(OC)c1OC (stereo not given)	0.0	3.6	0.1	-3.5	-0.6	0.5	-12.0	-0.9	-15.0	2.2
Cc1c(C(=O)Nc2ccncc2)sc2nc(-c3ccccc3)cn12	1.3	-13.1	-8.6	0.8	-0.8	21.2	-8.7	0.6	0.0	-9.4
COc1cc2cnc(-c3ccsc3)cc2cc1OC	2.2	nt	3.6	nt	-0.5	-1.1	-3.0	-0.1	0.3	2.3
CC(C)n1cnc2c(Nc3cccc(F)c3)nc(NCCO)nc21	0.9	7.2	7.0	nt	i	-3.8	0.8	-0.5	-11.9	1.5

Reprinted from the part before: two compounds, then new ones.
SMILES	TcdB GH inh	VHR inh abs	Rv3671c protease	3CLpro inhibitor	BH1578 lux ind	Yp Topo-I inh	PriA SSB inh	PfHsp40 rescue	Anthrax LF inh2	MazEF act
COc1cc2cnc(-c3ccsc3)cc2cc1OC	2.2	nt	3.6	nt	-0.5	-1.1	-3.0	-0.1	0.3	2.3
CC(C)n1cnc2c(Nc3cccc(F)c3)nc(NCCO)nc21	0.9	7.2	7.0	nt	i	-3.8	0.8	-0.5	-11.9	1.5
NC1=NC2(CCCCC2)N=C(Nc2ccc(F)cc2F)N1	nt	34.3	1.7	-7.1	i	-4.9	-7.2	-0.2	-0.3	3.5
CSc1nnc(C)c(=O)n1COC(=O)COc1ccccc1C	nt	12.6	-1.0	3.3	-0.2	14.9	-10.5	-1.0	1.3	8.2
Cc1sc2ncnc(N3CCC(C(=O)Nc4ccc(C#N)c(Cl)c4)CC3)c2c1C	-0.3	nt	-34.8	nt	i	2.6	-5.2	1.0	?	-35.6
Cc1ccc(OCC(=O)Nc2ccc(C)c(S(=O)(=O)N3CCCCCC3)c2)c([N+](=O)[O-])n1	2.5	20.4	-21.8	-2.3	-0.3	15.8	4.9	0.8	6.3	10.1
Cc1ccc(N(CC(=O)NC2CCCCC2C)S(=O)(=O)c2c(C)nn(C)c2C)cc1 (stereo not given)	4.5	10.4	-3.5	-0.2	-0.9	-7.3	-1.8	-0.3	-0.9	13.8
Cc1cccn2c(=O)nc(SCC(=O)N3CC(C)OC(C)C3)nc12 (stereo not given)	-1.0	nt	8.8	nt	-0.3	-3.2	-5.7	0.0	?	6.7
Cc1cc(NC(=O)c2noc3c2CCCC3)nn1Cc1ccc(Cl)cc1	nt	37.3	-18.5	-2.5	i	6.7	-3.0	5.2	-6.1	1.6
CCOc1ccccc1N1CC(C(=O)N2CCc3ccccc32)CC1=O (stereo not given)	nt	24.7	-0.3	0.4	-12.5	11.8	-8.4	0.5	3.8	2.4
NS(=O)(=O)c1ccc(CCNC(=O)c2cc([N+](=O)[O-])ccc2N2CCOCC2)cc1	-1.0	nt	2.6	nt	i	-4.3	1.6	-1.0	-4.9	5.8
Cc1nc([N+](=O)[O-])c(Br)n1CC(=O)c1ccc(F)cc1	0.6	17.7	nt	-2.9	-0.4	3.7	-7.4	0.0	-4.0	5.3
CCCCn1c(C2CCCCC2)nc2cc3[nH]c(=O)c(C(C)C)nc3cc21	2.0	-10.5	6.2	-7.6	i	26.0	-6.5	-1.1	2.5	-6.4
CCOC(=O)C(C(=O)OCC)C1CS(=O)(=O)CC1C(C(=O)OCC)C(=O)OCC (stereo not given)	nt	13.4	-5.1	2.4	-6.7	-7.7	-11.4	0.8	-1.0	1.7
C[C@H]1CN(Cc2ccccc2)C(=O)[C@@H]1CC(=O)NCc1ccccc1	1.3	5.0	7.6	-5.0	0.1	-2.9	-0.2	-0.6	-6.9	-1.8
O=C(O)c1ccccc1C(=O)c1cccc2ccccc12	0.7	1.8	4.5	0.3	0.0	4.9	-18.1	-0.8	-13.2	1.3
CC(=O)c1cc(C#N)c(N2CCCCC2)nc1C	0.3	-2.4	-11.8	5.0	i	13.4	-28.0	0.7	-4.4	4.7
CCOC(=O)N1CCC(NC(=O)C2CCN(C(=O)N3CCOc4ccccc43)CC2)CC1	nt	2.6	2.1	1.1	-0.2	3.5	-12.4	0.2	-1.7	-0.8
Cc1ccc(S(=O)(=O)NCC(=O)OCC(=O)N2CCc3ccccc32)cc1	1.1	5.0	16.4	1.9	nt	2.9	-25.0	-0.6	-3.1	-4.1
COCC(=O)NCCc1nc(-c2ccccc2)cs1	nt	18.9	-1.2	4.3	i	-0.9	-9.8	0.3	-1.7	12.2
CC1(C)CC(=O)C2=C(C1)N(CCN1CCOCC1)C1=C(C(=O)CC(C)(C)C1)C2c1cccc(Cl)c1	nt	23.1	6.3	-5.3	-0.4	17.6	-5.2	0.7	-1.7	-6.9
CCCn1nc(C(=O)Nc2ccc3nc(N4CCOCC4)sc3c2)ccc1=O	0.7	nt	nt	nt	-0.6	11.6	0.0	0.7	nt	8.2
COc1ccc(NC(=S)N2CCC(C(=O)c3ccc(F)cc3)CC2)cc1	0.4	nt	nt	nt	-0.3	-2.1	-5.1	-0.8	4.4	2.2
O=C(COC(=O)c1ccccc1Br)Nc1nnc(-c2ccccc2)o1	0.3	nt	-7.5	nt	2.9	2.2	6.5	7.4	1.2	-1.1
O=c1[nH]c2ccccc2n1CCCSc1cnc2ccccc2n1	nt	-9.5	-23.8	0.7	i	10.4	6.3	0.6	-0.6	-0.5
COc1ccc(F)cc1-c1cc(NC=O)c2ncc(-c3cc(OC)c(OC)c(OC)c3)n2c1	1.7	nt	nt	nt	-0.9	14.5	nt	nt	-4.2	nt
O=C1NN(c2cccc(Br)c2)C(=O)/C1=C/c1ccc(-c2cc([N+](=O)[O-])ccc2O)o1	nt	90.6*	14.8	2.1	-6.9	-12.8	-11.5	1.2	-6.6	-22.1

High-throughput results (PubChem BioAssay)
